GPR55 beta-arrestin: GPR55 agonists via beta-arrestin recruitment, primary screen, imaging, U2OS cells, beta-arrestin-GFP redistribution (AID 1961); activation, % at 10 µM; hits with a dose series show EC50 in µM; 290,000 tested, 0.048% active; U2OS GPR55 beta-arrestin-GFP redistribution imaging; higher % means a stronger effect;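 active = activation above 40% with more than 50 cells counted in the well; inconclusive = wells holding fewer than 50 cells, flagged as toxic or sparse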;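 also: U2OS osteosarcoma cells stably expressing GPR55 and beta-arrestin-GFP; plate controls were DMSO negative control for no effect and LPI positive control for full effect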
KOR beta-arrestin-1: KOR agonists, beta-arrestin recruitment, primary screen, cell-based, luminescence, uHTS (AID 1777) | Kappa-type opioid receptor (Homo sapiens) | 280,000 tested, 0.02% active | one-dose activation, % at 10 µM; EC50 in µM for titrated hits | KOR beta-arrestin recruitment, luminescence; higher % means a stronger effect; in the data active = activation above about 50%, passing the limit was not always enough; also: a part of the inactive calls stands beside numbers as strong as those of hits
SIAH1 antagonists: Siah-1 peptide-binding antagonists, primary screen, biochemical, fluorescence polarization, rhodamine-plectin, uHTS (AID 1817); E3 ubiquitin-protein ligase SIAH1 (Homo sapiens); Siah-1 / rhodamine-plectin peptide fluorescence polarization; higher % means a stronger effect; displacement, % at 20 µM; hits with a dose series show IC50 in µM; 290,000 tested, 0.02% active;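 active = displacement of at least 50% at 20 µM, with a fluorescence ratio check between 0.3 and a set limit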;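 also: plate controls were Siah plus tracer with DMSO for no effect and tracer alone without Siah for full effect; strong numbers were not always called active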
NOD1 NF-kB reporter: NOD1 signaling inhibitors, primary screen, cell-based, luminescence, uHTS (AID 1578) | 290,000 tested, 1% active | NOD1-driven NF-kB luciferase reporter cells, luminescence; higher % means a stronger effect | inhibition, % at 4 µM; hits with a dose series show EC50 in µM; in the data active = inhibition mostly above about 36%, no sharp cut-off; inactive = mostly below about 34%;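 also: HEK-293T reporter cells stimulated with the NOD1 agonist gamma-tri-DAP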
GPR55 antagonists: GPR55 antagonists blocking LPI-driven arrestin recruitment, primary screen, imaging, U2OS, beta-arrestin-GFP, LPI agonist (AID 2013). 290,000 tested, 0.13% active. U2OS GPR55 beta-arrestin-GFP translocation imaging, LPI antagonism; higher % means a stronger effect. G-protein coupled receptor 55 (Homo sapiens). inhibition, % at 10 µM, or IC50 in µM where a hit was titrated;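 active = spots per cell inhibited over 60%, with over 100 cells counted and total cytoplasm intensity under 500,000; inconclusive = wells with under 100 cells, flagged as likely toxic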;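 also: U2OS cells stably carrying GPR55 and arrestin-GFP stimulated by 5 µM LPI near EC80; imaged beta-arrestin-GFP aggregate spots per cell after agonist stimulation; plate controls were LPI-stimulated DMSO wells for no effect and DMSO wells without LPI for full effect; some results filed as inactive read as strong as hits; confirmed hits need IC50 under 10 µM and bright autofluorescent wells are also inconclusive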
HIV peptide binding: inhibitors of HIV fusion peptide binding, primary screen, biochemical, uHTS, fluorescence dequenching (AID 1986); inhibition, % at 20 µM; hits with a dose series show IC50 in µM; 290,000 tested, 0.3% active; cell-free peptide binding, fluorescence dequenching, 30 min; higher % means a stronger effect; in the data active = inhibition mostly above about 52%, no sharp cut-off; inactive = mostly below about 76%; also: some results filed as inactive read as strong as hits
AID2073: inhibitors of Mint1-CaV2.2 protein interaction, biochemical, HTRF (AID 2073) | 290,000 tested, 0.19% active | inhibition, % at 20 µM; hits with a dose series show IC50 in µM | HTRF protein-protein interaction, Mint1-CaV2.2; higher % means a stronger effect; in the data active = inhibition mostly above about 51%, no sharp cut-off; inconclusive = no clear call, values can overlap the other calls; inactive = mostly below about 53%; also: some results filed as inactive read as strong as hits
KOR beta-arrestin-2: KOR antagonists, beta-arrestin recruitment, cell-based, luminescence, uHTS (AID 1778); 290,000 tested, 0.091% active; KOR beta-arrestin recruitment, luminescence, antagonist mode; higher % means a stronger effect; inhibition, % at 10 µM; hits with a dose series show IC50 in µM; Kappa-type opioid receptor (Homo sapiens); in the data active = inhibition above about 50%; also: strong numbers were not always called active
GPR35 arrestin U2OS: GPR35 antagonists blocking zaprinast-driven arrestin recruitment, primary screen, imaging, U2OS, beta-arrestin-GFP, zaprinast agonist (AID 2058) | U2OS GPR35 beta-arrestin-GFP translocation imaging, zaprinast antagonism; higher % means a stronger effect | one-dose inhibition, % at 10 µM; IC50 in µM for titrated hits | 290,000 tested, 0.052% active;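 active = inhibition of at least 50% with at least 30 cells and total cytoplasm GFP at most 10,000,000; inconclusive = under 30 cells or total GFP of 10,000,000 plus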
* marks the source's active call; other numbers are inactive results; ? = inconclusive; nt = not tested or not shown; [ ] = another dose, or the depositor's remark. These rows are one share of the data. The share of hits here may be higher or lower than overall.

canonical_smiles,GPR55 beta-arrestin,KOR beta-arrestin-1,SIAH1 antagonists,NOD1 NF-kB reporter,GPR55 antagonists,HIV peptide binding,AID2073,KOR beta-arrestin-2,GPR35 arrestin U2OS
COc1cc(OC)cc(-c2nnc(SCC(=O)N(Cc3ccccc3)C(C)(C)C)o2)c1,-0.2%,13%,4%,15%,5%,0.7%,6%,23%,-4%
Cc1ccc(S(=O)(=O)CCc2nc3ccccc3s2)cc1,-0.1%,-4.3%,-1%,-40%,5%,-2.6%,-7%,32%,-4%
CCOc1ccc(N(CC(=O)NCc2ccccc2)C(=O)Cn2nnc(-c3ccc(C)o3)n2)cc1,-0.2%,-1.5%,12%,0%,7%,1.5%,5%,-11%,-12%
CC(=O)Nc1cccc(C(=O)OCC(=O)NC(C)c2ccc(F)cc2)c1 (configuration not stated),0.7%,-1.1%,7%,-16%,-4%,-1.3%,2%,-20%,6%
CCNC(=S)N1CCN(c2ccccn2)CC1,-0.2%,-1.9%,-2%,-9%,-7%,-0.7%,-18%,12%,17%
NC(=O)C(c1cccc(Cl)c1)c1ncc(C(F)(F)F)cc1Cl (configuration not stated),0.0%,-3.1%,2%,4%,13%,-0.4%,1%,-30%,7%
COc1ccc(-n2nc(C(=O)NCC(=O)NCc3ccccc3OC)c3ccccc3c2=O)cc1,0.3%,-0.3%,12%,28%,16%,-0.2%,30%,-33%,12%
COc1cc(OC)cc(C(=O)NC(C)CCc2ccccc2)c1 (configuration not stated),-0.2%,-4.6%,-1%,-26%,-3%,1.8%,3%,4%[20 µM],-9%
O=C(Nc1ccccc1)c1sc(N2CCOCC2)nc1-c1ccccc1,0.1%,-2.6%,-2%,1%,0%,-1.7%,6%,12%,9%
O=C(O)c1ccc2c(c1)CCCN2,-0.1%,-3.9%,6%,-1%,14%,-1.0%,-5%,14%,8%
CC(C)(C)c1ccc(-c2noc(-c3ccc4c(c3)CCO4)n2)cc1,0.3%,5.9%,-4%,-9%,9%,-0.6%,11%,8%,-5%
COc1cc(O)c(C(CC(=O)N2CCOCC2)c2cc(OC)c(OC)c(OC)c2)c(OC)c1 (configuration not stated),-0.1%,-1.3%,9%,3%,0%,1.3%,6%,22%,-8%
CC(C)CNC(=O)c1ccccc1NC(=O)c1ccccc1N(C)S(C)(=O)=O,-0.1%,0.7%,12%,-5%,3%,1.9%,-11%,5%,-7%
Cc1cccc(NC(=S)N(C)C2CCCCC2)c1,0.2%,1.6%,4%,-55%,2%,1.6%,-17%,-8%,-2%
Cc1sc2ncn(CC(=O)Nc3ccccc3F)c(=O)c2c1-c1ccccc1,-0.1%,-3.3%,-1%,-13%,18%,-2.0%,-3%,13%,24%
Cc1ccc(Sc2nnc(-c3ccccc3)cc2C#N)cc1,0.1%,5.5%,-5%,1%,-4%,-1.5%,2%,-29%,13%
O=C(CNC(=O)c1cccc(Br)c1)N/N=C/c1cccs1,-0.2%,-3.9%,2%,-23%,-4%,1.5%,5%,36%[20 µM],-11%
CCOC(=O)C(=O)/C(=C\N(C)C)c1onc(-c2c(Cl)cccc2Cl)c1C(=O)OC,0.7%,-0.4%,-2%,-27%,-2%,5.2%,7%,8%,-12%
CCOC(=O)C1=C(CSc2nc3ccccc3s2)NC(=O)NC1c1cccc([N+](=O)[O-])c1 (configuration not stated),-0.1%,2.2%,2%,33%,14%,-3.9%,-5%,-34%,6%
COC(=O)c1sccc1NC(=O)CSc1ccccc1N,0.2%,-2.8%,4%,-44%,-3%,-1.1%,-8%,-5%,-22%
C=CCn1c(COc2ccccc2F)nnc1SCC(=O)NC(=O)NCc1ccco1,-0.2%,-5.2%,2%,4%,-3%,1.3%,17%,46%,3%
COc1cc(/C=N/Nc2nncn2/N=C/c2ccc(O)c(OC)c2)ccc1O,-0.5%,-2.0%,-4%,-36%,8%,-1.8%,-7%,0%,-14%
Cc1ccc(NC(=O)CCCCCN2C(=O)[C@@H]3Cc4ccccc4CN3C2=O)c(Cl)c1,-0.1%,2.9%,0%,5%,6%,0.5%,2%,-9%,-10%
CCOC(=O)c1ccccc1NC(=O)COC(=O)CCNS(=O)(=O)c1ccccc1,0.7%,-5.0%,3%,-28%,8%,-0.7%,7%,-2%,-12%
CC(C)Cc1nc2oc3c(NCCCN4CCOCC4)ncnc3c2c2c1CCC2,-0.2%,1.9%,1%,9%,17%,-2.9%,3%,-62%,6%
COc1ccc(NC(=O)c2cc(C)no2)cc1,0.0%,-5.0%,-2%,0%,17%,-0.7%,-12%,0%,4%
C=CCn1c(SCc2nc3ccccc3c(=O)[nH]2)nnc1-c1cc2cc(Cl)ccc2o1,-0.2%,15%,-8%,4%,-4%,0.1%,3%,-25%,-4%
O=C(COC(=O)c1cnccn1)c1ccc(C2CCCCC2)cc1,-0.1%,-0.6%,0%,-20%,-2%,1.3%,8%,-12%,4%
COc1cc(-c2nc3ccccc3nc2-c2ccc(O)c(OC)c2)ccc1O,-0.1%,-4.9%,4%,-26%,-6%,-1.5%,13%,8%,-10%
N/C(=N\OC(=O)/C=C/c1ccccc1Cl)c1cccnc1,-0.1%,nt,0%,-2%,4%,-2.3%,-2%,-8%,17%
Cc1cccc(-c2cc(C(=O)Nc3cccnc3)c3ccccc3n2)c1,-0.1%,4.2%,16%,8%,19%,1.8%,5%,-26%,5%
CN(C)S(=O)(=O)c1cccc(C(=O)Nc2ccccc2Cl)c1,0.0%,-4.7%,3%,-5%,-5%,-1.8%,-5%,4%,-15%
O=C(NCCCN1CCOCC1)C(C(=O)c1ccccc1)n1ccccc1=O (configuration not stated),-0.2%,-4.8%,-4%,8%,-6%,-1.4%,4%,-24%,-1%
Nc1nc2n(n1)C(c1c(F)cccc1Cl)CC(c1ccc(F)cc1)N2 (configuration not stated),-0.4%,-2.7%,20%,-16%,5%,2.4%,-17%,7%,-11%
CC(C)=CCC/C(C)=C/CN(CC(C)O)CC(C)O (configuration not stated),0.1%,2.4%,3%,-13%,4%,-0.7%,-5%,-1%,-2%
Cc1ccc2cc(CCNC(=O)c3cccc([N+](=O)[O-])c3)c(=O)[nH]c2c1C,-0.2%,0.5%,2%,1%,-2%,-1.0%,-8%,-54%,-3%
O=C(Nc1ccon1)c1ccc(OC2CCCC2)cc1,0.5%,2.3%,2%,-96%,-14%,1.5%,4%,5%,2%
Cc1cc(F)ccc1S(=O)(=O)N1CCCOC1CNC(=O)C(=O)NC1CC1 (configuration not stated),0.0%,4.8%,-4%,1%,-33%,-0.5%,5%,0%,-3%
CS(=O)(=O)c1ccc(Cl)c(NC(=O)Cc2ccccc2F)c1,0.3%,-4.6%,6%,-16%,0%,0.2%,10%,-17%,3%
CCCC(=O)c1ccc(N2CCN(C(=O)c3cccs3)CC2)c(F)c1,0.0%,-2.5%,4%,-1%,4%,-2.1%,8%,13%,-1%
O=C(Cc1csc(Nc2nc(=S)[nH]c3ccccc23)n1)NCc1cccc(Cl)c1,-0.1%,5.5%,1%,0%,-1%,-0.7%,6%,-34%,-8%
CC(=O)c1cc2c(cc1N)OCO2,-0.1%,0.7%,-5%,-5%,12%,-0.1%,7%,-9%,4%
O=C(CSc1ccc(-c2ccccc2)nn1)NC1CCCC1,0.3%,7.0%,-1%,-8%,9%,-1.4%,12%,-13%,-3%
Cn1cc(C(=O)C(=O)N2CCCC2)c2ccccc21,-0.1%,-0.3%,19%,0%,12%,3.2%,3%,-54%[20 µM],-8%
Cc1cc(=O)n2ccsc2n1,-0.2%,2.6%,3%,-20%,-7%,2.0%,2%,25%,7%
CCCC(=O)Nc1ccc(C(=O)Nc2ccc([N+](=O)[O-])cc2OC)cc1,-0.1%,-1.2%,-6%,-10%,-1%,-0.4%,14%,-82%[20 µM],-9%
CC(C)(C)c1nn2cnnc2n(/N=C/c2ccccc2)c1=O,-0.3%,-0.9%,-6%,24%,6%,-1.8%,-2%,-63%,-6%
CC(C)c1nc(SCC(=O)c2ccccc2)c2c(=O)n(C)c(=O)n(C)c2n1,1.5%,19%,7%,-17%,-7%,1.5%,2%,-62%,-7%
O=C(Nc1ccccc1)c1ccc[nH]1,0.3%,4.3%,2%,-11%,10%,1.8%,-3%,0%,-8%
COc1cccc(Oc2ccc(S(=O)(=O)N3CCCC3)cc2[N+](=O)[O-])c1,0.4%,4.9%,-4%,28%,-10%,0.0%,4%,-42%,10%

(listing goes on)
canonical_smiles,GPR55 beta-arrestin,KOR beta-arrestin-1,SIAH1 antagonists,NOD1 NF-kB reporter,GPR55 antagonists,HIV peptide binding,AID2073,KOR beta-arrestin-2,GPR35 arrestin U2OS
C=CCC(CC=C)(NC(=O)c1ccccc1C)c1ccccc1,0.2%,3.9%,-4%,-6%,8%,0.7%,7%,-30%,-5%
O=C(CSc1ncnc2c1oc1ccccc12)Nc1ccccc1F,-0.2%,14%,0%,16%,1%,2.3%,?,-6%,0%
Cn1c(=O)[nH]c(=O)c2c1nc(N1CCCCCC1)n2CCCSc1nnnn1-c1ccccc1,-0.1%,8.2%,-2%,-2%,1%,0.9%,-6%,-26%,-2%
Cc1cccc(C(=O)NC2CCN(CC(=O)Nc3ccc4c(c3)OCO4)CC2)c1,-0.1%,nt,3%,-41%,4%,-1.3%,5%,-6%,-5%
CC1CCN(C(=S)c2ccc(O)cc2)CC1,-0.1%,0.0%,0%,3%,10%,-3.3%,-34%,10%,11%
CC(C)c1cc(C(=O)N2CCCC(C(=O)c3ccc4ccccc4c3)C2)on1 (configuration not stated),-0.3%,0.1%,3%,-32%,8%,0.2%,4%,0%,-13%
Cc1ccc(C2(C(F)(F)F)N=C3Sc4cc(C)ccc4N3C(=O)N2)cc1 (configuration not stated),0.3%,-0.6%,1%,19%,4%,-2.8%,10%,-17%,6%
CCc1c(C)nc2[nH]nc(NC(=O)C(F)(F)F)n2c1=O,0.2%,7.6%,3%,-5%,6%,-2.0%,-6%,5%,-20%
